# Source: PubChem BioAssay (National Center for Advancing Translational Sciences (NCATS))
# IMPase inh = qHTS Assay for Identifying the Cell-Membrane Permeable IMPase Inhibitors; Inositol monophosphatase 1 (Rattus norvegicus), P97697; CHO-M1 cells, IP1 accumulation, HTRF TR-FRET ratio; inhibition (IP1 accumulation), % at 46.1 µM; 120,000 tested, under 10 active; active = well fitted curve in the direction sought with a large enough effect in the signal ratio, not every such curve was filed as active; inconclusive = small, poorly fitted or top-dose-only effect, or a change in a side signal; inactive = no such curve, though single readings can be large or run the other way; the % refers to the signal ratio;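 also: cells stimulated with carbachol in lithium chloride buffer; plate controls were DMSO basal wells for no effect and reference inhibitor wells for full effect; higher means more IMPase inhibition seen as more IP1 and lower FRET ratio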
# Target sequence (P97697 whole entry, looked up): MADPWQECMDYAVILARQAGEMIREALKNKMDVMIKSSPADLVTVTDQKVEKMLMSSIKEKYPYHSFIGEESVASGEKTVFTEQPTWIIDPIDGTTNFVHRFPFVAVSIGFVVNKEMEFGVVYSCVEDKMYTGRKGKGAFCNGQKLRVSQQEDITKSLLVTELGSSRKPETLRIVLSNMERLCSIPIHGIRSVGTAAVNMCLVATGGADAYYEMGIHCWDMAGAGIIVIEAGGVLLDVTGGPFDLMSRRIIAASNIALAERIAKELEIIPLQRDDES
#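 The IP-One HTRF competitive assay in carbachol-stimulated CHO-M1 cells quantifies cellular IP1. Compounds spanned up to 46 uM final, and activity is expressed as AC50 from concentration-response fits of the ratio and donor data.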
# 12-hLO inh = qHTS Assay for Inhibitors of 12-hLO (12-human lipoxygenase); Polyunsaturated fatty acid lipoxygenase ALOX12 (Homo sapiens), P18054; purified 12-hLO, xylenol orange hydroperoxide absorbance; Potency, µM (top dose mostly 57.1 µM), for the others: top-dose activity change, negative = inhibition, usual class: inhibitors; actives 0.12% (n = 150,000); also: potency is read from the fitted curve at half-maximal effect; nearly all actives have a fitted effect of over 55% in size; many of its hits are not listed in these tables
#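 150 nM 12hLO, 25 mM Hepes pH 7.0 + 0.01% Triton X-100; cpd preinc 15 min RT; 40 uM arachidonic acid, 30 min RT; Fe-XO 30 min; A573/A405 ratio as read-out.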
# PNC assembly inh = High Content Assay for Compounds that inhibit the Assembly of the Perinucleolar Compartment | actives 3.1% (n = 140,000) | activity change (PNC), negative = inhibition, % at 10 µM | PC3M PTB-GFP, PNC prevalence imaging, 16 h; hits give low values;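 active = readout at or below -70, meaning at least 70% loss of cells showing the perinucleolar compartment, a nuclear body marking cancer cells; inconclusive = readout between -30 and a set limit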;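 also: plate controls were DMSO wells for no effect and camptothecin positive control wells for full effect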
#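 Read-out is percentage of cells bearing a perinucleolar compartment, from automated 20x imaging of fixed, Hoechst-stained PC3M PTB-GFP cells. Cells were seeded 4 h, then exposed 16 h to compound (23 nl of library stock) in duplicate plates.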
# ALOX15B inhib = qHTS Assay for Inhibitors of 15-hLO-2 (15-human lipoxygenase 2); Polyunsaturated fatty acid lipoxygenase ALOX15B (Homo sapiens), O15296; purified 15hLO-2, xylenol orange hydroperoxide absorbance; Potency, µM (titrated, usually from 57.1 µM), for the others: top-dose activity change, negative = inhibition, usual class: inhibitors; actives 0.56% (n = 110,000); also: potency is read from the fitted curve at half-maximal effect; nearly all actives have a fitted effect of over 60% in size; many of its hits are not listed in these tables
# Target sequence (O15296 whole entry, looked up): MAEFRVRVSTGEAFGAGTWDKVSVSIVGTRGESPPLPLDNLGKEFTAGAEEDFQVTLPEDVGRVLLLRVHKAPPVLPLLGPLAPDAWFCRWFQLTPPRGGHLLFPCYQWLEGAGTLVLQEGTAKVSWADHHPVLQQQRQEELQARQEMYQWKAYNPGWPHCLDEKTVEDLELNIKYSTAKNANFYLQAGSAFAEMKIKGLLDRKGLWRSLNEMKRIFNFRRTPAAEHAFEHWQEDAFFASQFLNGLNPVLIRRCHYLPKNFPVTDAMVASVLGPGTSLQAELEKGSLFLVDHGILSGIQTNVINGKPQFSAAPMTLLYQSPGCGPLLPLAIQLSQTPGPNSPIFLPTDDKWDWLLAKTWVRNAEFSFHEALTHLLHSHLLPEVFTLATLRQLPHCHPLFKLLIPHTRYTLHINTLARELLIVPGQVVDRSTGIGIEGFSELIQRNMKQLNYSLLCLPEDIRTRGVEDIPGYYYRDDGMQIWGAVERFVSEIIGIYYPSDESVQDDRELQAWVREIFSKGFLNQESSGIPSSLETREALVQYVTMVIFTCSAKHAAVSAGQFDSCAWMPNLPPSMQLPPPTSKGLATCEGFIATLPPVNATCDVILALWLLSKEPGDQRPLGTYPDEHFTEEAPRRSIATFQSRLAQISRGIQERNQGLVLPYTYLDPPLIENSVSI
#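 Purified human 15hLO-2 (50 nM final) preincubated with compounds 15 min at room temperature in 25 mM Hepes pH 7.5, 0.01% Triton X-100, then 45 uM arachidonic acid added for 90 min; hydroperoxide detected via ferrous/xylenol orange, 573/405 nm absorbance ratio.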
# The depositor's hits bear a star; u = inconclusive; x = not tested or not shown; [ ] = remark or other dose. Unless noted, calls follow the shape of the dose curve; as a rule, active = well fitted curve in the direction sought with a large enough effect; inconclusive = small, poorly fitted or top-dose-only effect, or another doubt; inactive = no such curve, though single readings can be large; an effect the other way counts as inactive or inconclusive. Unless noted, % is scaled to controls: 0 for no effect and ±100 for the full control effect.
Molecule	IMPase inh	12-hLO inh	PNC assembly inh	ALOX15B inhib
Cc1cccc(NC(=O)CCC(=O)N/N=C/c2cc([N+](=O)[O-])ccc2O)c1	-3	0%	33	x
CC1CCc2nn(CC(=O)N3CCCCCC3)cc2C1 (stereo unspecified)	-4	3%	-8	2%
CCOc1ccc2nc(NC(=O)C(NS(=O)(=O)c3cccc4nsnc34)C(C)C)sc2c1 (stereo unspecified)	7	-9%	u	8%
c1ccc(-c2csc3nnc(SCc4ccc5c(c4)OCO5)n23)cc1	u	-14%	21	0%
Cc1nc(N2CCOCC2)c2cc(-c3ccccc3)sc2n1	16	4%	-17	13%
O=C(N/N=C/c1coc2ccccc2c1=O)c1ccccc1Br	x	1%	-21	x
C=CCSc1nnc2n(-c3ccccc3OC)c(=O)c3c4c(sc3n12)CCC4	-7	-15%	u	-2%
O=C(c1ccc(Cl)c([N+](=O)[O-])c1)N(c1ccccn1)c1ccccn1	x	-3%	u	x
COc1ccc(-c2cc(C3CC3)nc3sc(C#N)c(N)c23)cc1	-19	-4%	u	6%
Cc1nn(C)c(C)c1NC(=O)C12CC3CC(CC(C3)C1)C2	x	0%	19	x
Cc1ccc(Cn2c(=O)sc3ccccc3c2=O)cc1	17	1%	58	5%
Cc1ccc(S(=O)(=O)N(C)CC(=O)N2CCN(C(=O)c3ccco3)CC2)cc1	4	6%	3	3%
CC(C)NC(=O)c1cc(-c2ccco2)nn1-c1ccc(Cl)cc1	-9	-9%	59	u
COc1ccc(-c2csc(NC(=O)C3CCCCN3S(=O)(=O)c3ccccc3)n2)cc1 (stereo unspecified)	-4	-9%	-20	-2%
CCN(CC)c1ccc(-c2nc3cnccc3n2C)cc1	3	-7%	36	10%
CCOC(=O)C1(C)C(C(=O)OC)=C(c2ccc(OC)cc2)c2ccccc2N1C(=O)OC (stereo unspecified)	x	0%[0.00818 µM]	x	-8%[0.0915 µM]
Cc1ccc(NC(=O)CSc2nc3ccccc3c3nc(CCn4cncc4C)nn23)c(C)c1	-1	3%	u	x
O=C(c1ccc(=O)oc1)N1CCN(c2ccc(F)cc2)CC1	4	-1%	-7	-2%
O=S(=O)(c1ccc(F)cc1)c1nc(-c2ccc(F)cc2)oc1NCCN1CCOCC1	3	-5%	-29	7%
O=C(COc1ccccc1)Nc1cccc(-c2nc3cc4ccccc4cc3[nH]2)c1	1	-16%	-12	36%[activator]
CNc1nc2[nH]c(=O)c3c(c2s1)OC(N)=C(C#N)C3c1ccccc1 (stereo unspecified)	x	-6%	57	x
CCOc1ccc(Nc2nc(Cc3nnc(SCC(=O)NC4CCCCC4)n3C)cs2)cc1	5	4%	u	27%
Cc1ccc(OCC(=O)N(c2ccccn2)C2CCCCC2)c(C)c1	x	-2%	7	x
CCc1ccc(/C=C2\Oc3cc(OS(C)(=O)=O)ccc3C2=O)cc1	4	-6%	-2	x
Cc1cc(C)n(Cc2ccc(C(=O)NCc3ccco3)o2)n1	1	1%	u	1%
Cc1cc(C)n(Cc2ccc(C(=O)O)o2)n1	-11	-2%	10	2%
C=CCc1c(C)nc(SC(C)C)[nH]c1=O	2	-3%	13	-1%
O=C(CCc1nc(-c2ccccc2F)no1)NCCN1CCOCC1	u	-4%	14	1%
O=C(CN1N=C(c2ccccc2)CCC1=O)NCCN1CCc2ccccc2C1	4	0%	u	x
Cc1ccc2c(c1)N(CCC(=O)NCc1ccco1)C(=O)CO2	-7	0%	u	0%

# Some of these compounds in order of their number in 12-hLO inh, low to high.
compound	IMPase inh	12-hLO inh	ALOX15B inhib
C=CCSc1nnc2n(-c3ccccc3OC)c(=O)c3c4c(sc3n12)CCC4	-7	-15%	-2%
COc1ccc(-c2csc(NC(=O)C3CCCCN3S(=O)(=O)c3ccccc3)n2)cc1 (stereo unspecified)	-4	-9%	-2%
C=CCc1c(C)nc(SC(C)C)[nH]c1=O	2	-3%	-1%
Cc1ccc(Cn2c(=O)sc3ccccc3c2=O)cc1	17	1%	5%

# Carrying on:
Molecule	IMPase inh	12-hLO inh	PNC assembly inh	ALOX15B inhib
Oc1ccc(Nc2nc3ccccc3nc2Nc2ccc(O)cc2)cc1	9	-10%	1	u
CC(=O)c1c(C)cc(C)c(CSc2nnc(-c3ccco3)o2)c1C	17	-12%	-11	11%
N[C@@H](Cc1ncccn1)C(=O)O	x	-4%[11.4 µM]	x	13%[11.4 µM]
COCCNc1cc(C)nc2c3c(C)cc(C)nc3nn12	-14	-8%	-6	-15%
C[C@@]12C[C@H](O)[C@@H]3[C@H](CCC4=CC(=O)CC[C@]43C)[C@H]1CC[C@@H]2c1csc(N)n1	x	3%[11.4 µM]	x	-3%[11.4 µM]
COc1ccc(-c2cc(=O)c3c(O)c(OC)c(O[C@@H]4OC(COC5OC(C)C(O)C(O)[C@@H]5O)C(O)C(O)C4O)cc3o2)cc1 (stereo partly specified)	x	-10%	x	1%
Cc1nc2ccccn2c1C(=O)N/N=C/c1ccc(CNC(=O)C(=O)Nc2ccccc2)o1	x	-1%	31	x
CCc1cc(=O)oc2cc3oc(C)c(C)c3cc12	6	-1%	60	-8%
N=c1n(CC(=O)c2ccc([N+](=O)[O-])cc2)c2ccccc2n1Cc1ccccc1	-1	4%	-9	x
Clc1ccc(CON/C=N/c2ncnc3sccc23)c(Cl)c1	8	-12%	23	-2%
O=C(CSc1ncccn1)N1CCN(Cc2ccccc2)CC1	5	-4%	u	x
O=C(CN1CCN(Cc2ccccc2)CC1)NC(=O)NCc1ccco1	6	2%	1	10%
CN1CCN(C=NC2=NN(c3cccc(C(F)(F)F)c3)CC2)CC1	u	-12%	6	x
FC(F)(F)c1ccc(CSc2nccn2-c2ccccc2)cc1	2	-2%	17	u
COC(=O)c1ccccc1NC(=O)CSc1nnc(C(CO)NC(=O)c2ccccc2Cl)n1C (stereo unspecified)	4	1%	-22	x
CCCCN(CCCC)C(=S)NC(=O)C(C)(C)C	x	-1%	u	x
CC(C)C(=O)Nc1ccc(Cc2ccc(NC(=O)C(C)C)c(O)c2)cc1O	2	5%	28	-9%
CC(=O)c1c(C)[nH]c(C(=O)NCCc2ccccc2)c1C	3	-6%	-28	-13%
CCCCOc1ccc(/C=N/NC(=S)Nc2cc(C)ccc2C)cc1	3	-16%	10	-8%
CCOC(=O)C1=C(C)N=C(/N=C/N(C)C)SC1c1ccccc1 (stereo unspecified)	-5	-1%	0	6%
COc1ccc(CNC2=CC(=O)CC(C)(C)C2)cc1	6	1%	27	-1%
COc1ccc(Nc2cc(C)nc3nc(C)nn23)c(OC)c1	x	1%	13	x
O=C(c1ccc(N2CCCCC2)c([N+](=O)[O-])c1)N(Cc1ccccc1)c1ccccn1	-4	-3%	2	-12%
Cc1cccc(-c2cccc(-c3cc(=O)oc4cc5c(cc34)OCO5)c2)c1	x	3%[0.00818 µM]	x	-20%[0.0915 µM]
CCC1=C(OC(=O)N(CC)CC)N2C(=O)OC(=NCCc3c[nH]c4ccccc34)[C@]2(Cc2ccccc2)[C@H]2C1=CC[C@H]1C(=O)N(C)C(=O)[C@H]12	x	-6%	x	-10%
O=C1c2oc3ccc(Br)cc3c(=O)c2C(c2cccnc2)N1Cc1ccco1 (stereo unspecified)	7	3%	-14	3%
CCCCCCCC1(C)NC(=O)N(c2ccccc2)N1 (stereo unspecified)	0	u	36	u
CSc1ccc(NC(=O)N2CC(C)OC(C)C2)cc1 (stereo unspecified)	0	-3%	-11	7%
Cc1ccc(C)c(Cc2c(C)nc(C)[nH]c2=O)c1	x	-2%	38	x
Cc1nn(Cc2c(F)c(F)c(F)c(F)c2F)c(C)c1NC(=O)c1cccc(COc2ccc(Cl)cc2)c1	21	1%	-28	7%
CC(=O)Oc1cccc(/C=c2\sc3nc(-c4ccco4)nn3c2=O)c1	4	-8%	u	-13%
COc1cccc(N2CCN(C(=O)c3ccc4nc(N5CCCCC5)sc4c3)CC2)c1	13	-9%	-13	35%[activator]
COC(=O)c1ccc(C(C(=O)NCc2ccccc2)N(Cc2ccco2)C(=O)c2cnccn2)cc1 (stereo unspecified)	-7	-5%	11	-7%
CCOC(=O)c1ccc(NC(=O)c2nn(CC)cc2Br)cc1	-2	-4%	4	0%
Cc1nn(C)cc1/C=C1\SC(=S)NC1=O	-8	-7%	36	-11%
CC1(C)CC(=O)c2cnc(NC(=O)CCc3ccccc3)nc2C1	u	3%	17	4%
O=C(NNC(=S)Nc1ccccc1)C1CC1	u	10%	57	5%
CCC(NC(=O)c1ccccc1NC(=O)c1ccc(OC)cc1)C(=O)N1CCCC1 (stereo unspecified)	x	0%	16	x
CC(C)(C)C(=O)[C@H]([C@@H](c1ccccc1)N1CCOCC1)N1CCOCC1	x	2%[11.4 µM]	x	-3%[11.4 µM]
O=S(=O)(NCc1ccccc1)c1cccs1	-8	-1%	3	1%
O=C(NC(=S)N1CCCCC1)c1cccnc1	-2	9%	13	3%
COc1ccc(C(CCc2ccc(C)o2)NC(=O)Nc2ccc(OC)cc2OC)cc1 (stereo unspecified)	4	-8%	20	-8%
CCCc1nc(SCc2cccnc2)c2c(=O)n(C)c(=O)n(C)c2n1	-6	4%	-22	7%
COc1ccc(OC(C)C(=O)Nc2ccccc2C(F)(F)F)cc1 (stereo unspecified)	x	-2%	-14	x
CC(C)(Oc1ccc(Cl)cc1)C(=O)Nc1ccncc1	13	-7%	15	12%
COc1ccc2nc(NC(=O)CSc3nnnn3C3CCCCC3)sc2c1	4	-18%	5	8%
Cc1oc2c(c1C(=O)N1CCC(C)CC1)C(=O)c1ccccc1C2=O	x	0%	-12	x
CCOc1ccc(CC(=NCCO)C2=C(O)CC(C)(C)CC2=O)cc1OCC	6	-2%	u	x
CCOc1ncccc1C(=O)NCc1ccc(OC)c(OC)c1	-4	-1%	32	x
N#Cc1c(-c2ccccc2)cc(-c2ccccc2)nc1Br	x	-1%	-7	x
Cn1c(SCC(=O)Nc2ccccc2)nnc1-c1ccc(NC(=O)CCc2ccccc2)cc1	13	0%	-11	x
Cc1ccccc1N(CC(=O)NCCSCc1ccco1)S(C)(=O)=O	4	1%	-23	-16%
O=C(COc1ccc(Cl)cc1)NCc1nnc2c3ccccc3c(-c3ccccc3)nn12	-2	-5%	-108*	x
O=C(Nc1ccccc1)c1c(F)c(F)c(F)c(F)c1F	-5	2%	-2	-15%
CC(C)CC(NC(=O)C1CCC(C)CC1)C(=O)Nc1ccc2c(c1)OCCO2 (stereo unspecified)	-3	-5%	16	-7%
COc1cc(N2CCCC2)c(OC)cc1/C=C(/C#N)c1cccc(F)c1	-1	-20%	-89*	u
COc1ccc(-c2nnc(SC(C)C#N)o2)cc1 (stereo unspecified)	9	-10%	6	1%
O=P(OC1CCCCC1)(OC1CCCCC1)C(O)c1ccccc1 (stereo unspecified)	-1	-3%	42	-3%
Clc1cc(Sc2ccc(Br)cc2)nnc1-c1ccccc1	4	0%	-13	-17%
O=C(CSc1ccccc1C(=O)NCc1ccccc1)NC12CC3CC(CC(C3)C1)C2	5	1%	-16	x

# The list is partial; the hit share may differ from the screen's.
